TcdB inh – TcdB glycohydrolase inhibitors, primary screen, biochemical, single point, plate reader; Toxin B (Clostridioides difficile), P18177; TcdB glycohydrolase enzymatic assay; inhibition, % at 9.99 µM; 350,000 tested, 0.24% active; AID 652162, 2013; in the data active = inhibition above about 10%
Target sequence (P18177 whole entry, looked up): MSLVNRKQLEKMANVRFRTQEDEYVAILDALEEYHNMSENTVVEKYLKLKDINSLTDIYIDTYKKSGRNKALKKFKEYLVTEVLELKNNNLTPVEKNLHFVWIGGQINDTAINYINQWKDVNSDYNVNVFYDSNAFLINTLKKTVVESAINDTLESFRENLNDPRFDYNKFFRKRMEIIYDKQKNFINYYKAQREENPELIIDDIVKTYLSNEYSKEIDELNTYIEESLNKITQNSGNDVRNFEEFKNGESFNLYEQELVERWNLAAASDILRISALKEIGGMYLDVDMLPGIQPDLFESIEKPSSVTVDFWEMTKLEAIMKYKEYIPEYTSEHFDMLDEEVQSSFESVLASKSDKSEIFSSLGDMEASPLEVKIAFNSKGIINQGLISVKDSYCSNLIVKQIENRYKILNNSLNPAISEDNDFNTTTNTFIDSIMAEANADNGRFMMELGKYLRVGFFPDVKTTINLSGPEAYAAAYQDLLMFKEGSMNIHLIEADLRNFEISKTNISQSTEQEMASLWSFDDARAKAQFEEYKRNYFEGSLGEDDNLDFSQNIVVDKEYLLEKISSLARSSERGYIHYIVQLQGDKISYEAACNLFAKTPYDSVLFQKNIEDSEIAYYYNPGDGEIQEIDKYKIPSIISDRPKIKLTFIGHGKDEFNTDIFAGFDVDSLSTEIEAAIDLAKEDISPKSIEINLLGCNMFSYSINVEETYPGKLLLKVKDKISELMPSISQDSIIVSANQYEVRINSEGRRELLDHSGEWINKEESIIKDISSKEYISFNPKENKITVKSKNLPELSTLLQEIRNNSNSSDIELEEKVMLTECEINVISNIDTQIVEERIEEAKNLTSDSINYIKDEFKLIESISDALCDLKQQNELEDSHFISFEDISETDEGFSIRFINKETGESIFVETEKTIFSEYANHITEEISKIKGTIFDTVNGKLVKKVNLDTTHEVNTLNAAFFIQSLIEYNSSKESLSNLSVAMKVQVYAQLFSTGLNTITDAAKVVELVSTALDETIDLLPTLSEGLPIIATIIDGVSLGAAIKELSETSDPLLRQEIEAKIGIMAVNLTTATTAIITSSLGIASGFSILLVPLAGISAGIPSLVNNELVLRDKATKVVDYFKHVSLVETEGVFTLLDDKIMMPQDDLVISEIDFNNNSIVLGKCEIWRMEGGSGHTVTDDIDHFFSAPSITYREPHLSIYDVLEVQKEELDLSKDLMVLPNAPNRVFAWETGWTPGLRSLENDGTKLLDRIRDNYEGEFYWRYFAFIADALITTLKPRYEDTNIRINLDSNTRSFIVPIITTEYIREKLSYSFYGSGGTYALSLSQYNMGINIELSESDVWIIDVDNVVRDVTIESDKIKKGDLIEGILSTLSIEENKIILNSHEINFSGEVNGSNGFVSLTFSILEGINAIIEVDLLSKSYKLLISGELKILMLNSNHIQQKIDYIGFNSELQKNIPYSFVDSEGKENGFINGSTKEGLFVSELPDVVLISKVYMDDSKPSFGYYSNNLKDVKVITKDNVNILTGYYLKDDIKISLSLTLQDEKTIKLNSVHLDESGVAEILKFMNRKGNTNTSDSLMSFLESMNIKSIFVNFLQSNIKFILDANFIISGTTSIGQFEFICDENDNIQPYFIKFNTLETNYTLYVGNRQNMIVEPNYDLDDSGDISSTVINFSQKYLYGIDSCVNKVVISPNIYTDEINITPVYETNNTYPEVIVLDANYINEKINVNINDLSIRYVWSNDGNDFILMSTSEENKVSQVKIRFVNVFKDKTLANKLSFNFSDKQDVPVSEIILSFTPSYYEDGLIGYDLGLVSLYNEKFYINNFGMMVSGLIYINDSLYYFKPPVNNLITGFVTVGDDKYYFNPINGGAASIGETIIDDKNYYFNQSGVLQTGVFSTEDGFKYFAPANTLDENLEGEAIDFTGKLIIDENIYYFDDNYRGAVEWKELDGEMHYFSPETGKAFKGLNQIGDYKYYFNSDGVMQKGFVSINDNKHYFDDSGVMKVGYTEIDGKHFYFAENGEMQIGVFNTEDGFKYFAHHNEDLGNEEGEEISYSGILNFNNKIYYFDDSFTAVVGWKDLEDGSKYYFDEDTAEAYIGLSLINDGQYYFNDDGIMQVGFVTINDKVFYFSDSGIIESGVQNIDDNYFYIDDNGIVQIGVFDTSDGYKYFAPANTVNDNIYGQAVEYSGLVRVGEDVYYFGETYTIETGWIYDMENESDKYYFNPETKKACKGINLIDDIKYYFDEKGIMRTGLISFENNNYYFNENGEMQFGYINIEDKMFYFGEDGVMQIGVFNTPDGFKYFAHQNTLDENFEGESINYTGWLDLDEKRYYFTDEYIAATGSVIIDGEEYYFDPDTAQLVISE
Numbers without * were called inactive. An excerpt; the hit share may differ from the screen's.

SMILES | TcdB inh
COc1ccc(S(=O)(=O)N2CC[C@@H]3[C@@H](CO)Nc4ccc(C5=CCCCC5)cc4[C@@H]32)cc1 | 0.4
C[C@@H]1CN([C@H](C)CO)C(=O)Cc2cc(NC(=O)Nc3ccc4c(c3)OCO4)ccc2O[C@H]1CN(C)Cc1ccccc1 | -0.1
C[C@H]1CN([C@@H](C)CO)C(=O)c2cccc(NS(=O)(=O)c3ccc(Cl)cc3)c2O[C@H]1CN(C)S(=O)(=O)c1ccc(Cl)cc1 | -0.1
CCC(=O)N1[C@@H](CO)[C@@H]2c3ccccc3N(C(=O)c3ccccc3F)C[C@@H]21 | -0.1
COc1ccc2c3c(n(C)c2c1)[C@@H](CO)N(C(=O)C1CCOCC1)CC31CCN(C)CC1 | -2.4
COc1ccccc1-c1ccc2c(c1)[C@@H]1[C@@H](CCN1S(=O)(=O)c1ccc(C)cc1)[C@H](CO)N2 | -1.1
COCC#Cc1ccc([C@H]2[C@@H](CO)N3C(=O)CN(C(=O)C4CCC4)C[C@H]23)cc1 | -0.7
CN(C)CC(=O)N[C@@H]1CC[C@H](CC(=O)NCc2ccc(Cl)cc2)O[C@H]1CO | -0.2
O=C(NCC1CCCCC1)[C@H]1[C@H](CO)[C@H]2Cn3c(ccc(-c4ccc(F)cc4)c3=O)[C@@H]1N2 | 0.7
O=C(N[C@@H]1CC[C@@H](CC(=O)N2CCCCC2)O[C@@H]1CO)c1cccc(F)c1 | -0.9
CC=Cc1ccc2n(c1=O)C[C@@H]1[C@@H](CO)[C@H](C(=O)N3CCN(C)CC3)N(Cc3ccccc3F)[C@H]21 (mixture of isomers) | 0.7
O=C(C[C@H]1CC[C@@H](NC(=O)CN2CCOCC2)[C@@H](CO)O1)NC1CCC1 | -0.3
C[C@H](CO)N1C[C@H](C)[C@@H](CN(C)CC2CC2)Oc2ccc(NS(=O)(=O)c3ccc(F)cc3)cc2CC1=O | 0.0
COc1ccc(S(=O)(=O)N(C)C[C@H]2OCCCC[C@H](C)Oc3ccc(NC(=O)Nc4ccc5c(c4)OCO5)cc3C(=O)N([C@H](C)CO)C[C@@H]2C)cc1 | 0.6
O=C(Nc1ccccc1)[C@H]1[C@H](CO)[C@H]2Cn3c(ccc(C4=CCCCC4)c3=O)[C@H]2N1Cc1cocn1 | -0.5
C[C@H]1CN([C@@H](C)CO)S(=O)(=O)c2ccc(/C=C/c3ccccc3)cc2O[C@@H]1CN(C)C(=O)c1ccc2c(c1)OCO2 | 0.9
CN(C)CC#Cc1ccc([C@H]2[C@H]3CN(CC4CCOCC4)CCCCN3[C@H]2CO)cc1 | -0.2
COc1cccc(C(=O)N2C[C@@H]3[C@H](c4ccccc42)[C@@H](CO)N3Cc2ccccc2Cl)c1 | -1.8
CCC(=O)N1CC(=O)N2[C@H](CO)[C@@H](c3ccc(C#Cc4cccc(OC)c4)cc3)[C@H]2C1 | -0.2
COCC(=O)N1C[C@H]2[C@@H](c3ccccc31)[C@H](CO)N2C(=O)C1CCOCC1 | -0.1
COc1ccccc1-c1cn(CC[C@H]2CC[C@H](NC(=O)c3ccccc3F)[C@@H](CO)O2)nn1 | 0.4
Cc1noc(C)c1S(=O)(=O)N(C)C[C@H]1Oc2ccc(NC(=O)Nc3ccc4c(c3)OCO4)cc2CC(=O)N([C@@H](C)CO)C[C@@H]1C | 0.0
O=C1CN(S(=O)(=O)Cc2ccccc2)C[C@@H]2[C@H](c3ccc(C#Cc4ccccc4)cc3)[C@@H](CO)N12 | -0.7
CNC[C@@H]1OCCCC[C@@H](C)Oc2ccc(N(C)C)cc2C(=O)N([C@H](C)CO)C[C@H]1C | -27.1
C[C@H](CO)N1C[C@H](C)[C@@H](CN(C)S(=O)(=O)c2cn(C)cn2)Oc2cc(C#Cc3cccc(F)c3)ccc2S1(=O)=O | 1.2

Three structures already listed, ordered by count of non-hydrogen atoms, falling.
SMILES | TcdB inh
C[C@@H]1CN([C@H](C)CO)C(=O)Cc2cc(NC(=O)Nc3ccc4c(c3)OCO4)ccc2O[C@H]1CN(C)Cc1ccccc1 | -0.1
COc1ccc2c3c(n(C)c2c1)[C@@H](CO)N(C(=O)C1CCOCC1)CC31CCN(C)CC1 | -2.4
CCC(=O)N1[C@@H](CO)[C@@H]2c3ccccc3N(C(=O)c3ccccc3F)C[C@@H]21 | -0.1

The list continues.
SMILES | TcdB inh
Cc1ccc(S(=O)(=O)N(C)C[C@@H]2Oc3cc(Br)ccc3S(=O)(=O)N([C@@H](C)CO)C[C@@H]2C)cc1 | 0.8
CC(C)NC(=O)N(C)C[C@H]1OCc2cn(nn2)CCCC(=O)N([C@@H](C)CO)C[C@@H]1C | -0.6
C[C@H](CO)N1C[C@H](C)[C@@H](CN(C)Cc2ccc(C(F)(F)F)cc2)OCCCC[C@H](C)Oc2ccc(NC(=O)CCCN(C)C)cc2C1=O | 0.4
CC(C)NC(=O)N1C[C@H]2[C@@H](c3ccccc31)[C@H](CO)N2C(=O)c1ccc(F)cc1 | 0.4
O=C(C[C@H]1CC[C@@H]2[C@H](COC[C@H](O)CN2Cc2ccc3c(c2)OCO3)O1)Nc1ccc(-c2ccccc2)cc1 | 0.0
C[C@@H]1CN([C@@H](C)CO)C(=O)c2cccc(NC(=O)C3CC3)c2O[C@H]1CN(C)Cc1ccc(C(=O)O)cc1 | -14.3
Cc1ccc(S(=O)(=O)N(C)C[C@H]2Oc3ccc(NC(=O)Nc4ccccc4)cc3CC(=O)N([C@@H](C)CO)C[C@@H]2C)cc1 | -1.1
COc1ccc(NC(=O)N(C)C[C@H]2Oc3c(NS(=O)(=O)c4ccc(C)cc4)cccc3C(=O)N([C@@H](C)CO)C[C@@H]2C)cc1 | 1.1
COc1ccccc1NC(=O)N[C@@H]1CC[C@H](CCn2cc(-c3ccccc3OC)nn2)O[C@@H]1CO | -1.0
Cn1cnc(S(=O)(=O)N[C@H]2C=C[C@H](CC(=O)Nc3ccccc3)O[C@H]2CO)c1 | 1.0
Cc1noc(C)c1S(=O)(=O)Nc1ccc2c(c1)C(=O)N([C@@H](C)CO)C[C@@H](C)[C@@H](CN(C)C)OCCCC[C@@H](C)O2 | -0.6
C/C=C/c1cnc2c(c1)C(=O)N([C@@H](C)CO)C[C@@H](C)[C@@H](CN(C)S(=O)(=O)c1ccccc1)O2 | -0.7
O=C(C[C@@H]1CC[C@@H]2[C@H](COC[C@H](O)CN2S(=O)(=O)c2cccc(Cl)c2)O1)Nc1ccccc1 | 0.1
C[C@@H]1CN([C@H](C)CO)C(=O)Cc2cc(NC(=O)NC3CCCCC3)ccc2O[C@@H]1CN(C)C(=O)Nc1ccc2c(c1)OCO2 | -0.5
Cc1noc(C)c1NC(=O)Nc1ccc2c(c1)C(=O)N([C@H](C)CO)C[C@H](C)[C@@H](CN(C)Cc1ccccc1)OCCCC[C@@H](C)O2 | -0.1
C[C@@H]1CN([C@H](C)CO)C(=O)c2cccc(NC(=O)c3ccc(-c4nccs4)cc3)c2O[C@H]1CN(C)CC1CCCCC1 | 0.3
CN(C)CC#Cc1ccc([C@@H]2[C@H](CO)N3CCCCN(C(=O)CN(C)C)C[C@@H]23)cc1 | -3.5
COc1ccc(C(=O)Nc2ccc3c(c2)OC[C@H](C)N(C)C[C@@H](C)[C@@H](OC)CN(C)C3=O)cc1 | 0.1
O=C(Nc1ccc(F)cc1)N1CCCCN2[C@H](CO)[C@@H](c3ccc(-c4cccc(F)c4)cc3)[C@@H]2C1 | 0.4
C[C@@H]1CN([C@@H](C)CO)S(=O)(=O)c2ccc(-c3cccc(F)c3)cc2O[C@H]1CN(C)CC1CC1 | -1.2
Cc1ccc(S(=O)(=O)Nc2ccc3c(c2)CC(=O)N([C@@H](C)CO)C[C@@H](C)[C@H](CN(C)Cc2ccc(C(=O)O)cc2)O3)cc1 | 2.1
O=C(NCC[C@H]1CC[C@H](NC(=O)C2CCCC2)[C@@H](CO)O1)c1ccc(F)cc1 | -0.4
O=C(C[C@H]1CC[C@@H](NC(=O)Nc2cccc(F)c2)[C@H](CO)O1)NCC1CC1 | -0.8
COc1cccc(S(=O)(=O)N[C@@H]2C=C[C@@H](CC(=O)NCc3ccc(F)cc3)O[C@H]2CO)c1 | -0.9
O=C(N[C@H]1CC[C@H](CCn2cc(-c3ccccn3)nn2)O[C@@H]1CO)c1cccnc1 | -1.0

Among those listed so far, three have two or more sulfur atoms:
SMILES | TcdB inh
C[C@H]1CN([C@@H](C)CO)C(=O)c2cccc(NS(=O)(=O)c3ccc(Cl)cc3)c2O[C@H]1CN(C)S(=O)(=O)c1ccc(Cl)cc1 | -0.1
C[C@H](CO)N1C[C@H](C)[C@@H](CN(C)S(=O)(=O)c2cn(C)cn2)Oc2cc(C#Cc3cccc(F)c3)ccc2S1(=O)=O | 1.2
Cc1ccc(S(=O)(=O)N(C)C[C@@H]2Oc3cc(Br)ccc3S(=O)(=O)N([C@@H](C)CO)C[C@@H]2C)cc1 | 0.8

New compounds follow.
SMILES | TcdB inh
C[C@@H]1CN([C@@H](C)CO)C(=O)c2c(c3ccccc3n2C)-c2ccccc2CO[C@@H]1CN(C)S(=O)(=O)c1ccc([N+](=O)[O-])cc1 | -0.6
Cc1ccc(S(=O)(=O)N(C)C[C@H]2Oc3ncc(C#CC4(O)CCCC4)cc3C(=O)N([C@@H](C)CO)C[C@@H]2C)cc1 | 1.9
C[C@H]1CN([C@@H](C)CO)C(=O)c2cc(-c3ccccc3)cnc2O[C@H]1CN(C)Cc1cccnc1 | -0.6
C[C@@H]1CN([C@H](C)CO)C(=O)c2cccc(NS(=O)(=O)c3ccccc3)c2O[C@@H]1CN(C)CC1CC1 | -1.3
C[C@@H](NC(=O)C[C@@H]1CC[C@H]2[C@@H](COC[C@H](O)CN2C(=O)Nc2cc(Cl)cc(Cl)c2)O1)c1ccccc1 | -0.8
C[C@@H]1CN([C@@H](C)CO)C(=O)c2cccc(NS(=O)(=O)c3cn(C)cn3)c2O[C@H]1CN(C)Cc1ccc(Oc2ccccc2)cc1 | 0.5
O=C(CN1CCOCC1)N1CCCCN2[C@H](C1)[C@@H](c1ccc(C#Cc3ccccc3)cc1)[C@@H]2CO | 0.8
O=C(NC[C@@H]1CC[C@H]2[C@H](CN2Cc2ccc(Oc3ccccc3)cc2)O1)C1CCOCC1 | 0.3
CNC[C@H]1Oc2ccc(N(C)C)cc2C(=O)N([C@@H](C)CO)C[C@H]1C | -10.0
COc1cccc(-c2ccc([C@H]3[C@@H](C#N)N(C(=O)Cc4ccncc4)[C@@H]3CO)cc2)c1 | -0.4
C[C@@H]1CN([C@H](C)CO)S(=O)(=O)c2ccc(-c3ccc(F)cc3)cc2O[C@H]1CN(C)Cc1ccccc1C(=O)O | 1.2
C[C@@H]1CN([C@H](C)CO)C(=O)c2cc(NC(=O)Cc3cn(C)c4ccccc34)ccc2O[C@@H]1CN(C)S(=O)(=O)c1ccc(Cl)cc1 | -0.4
C[C@H]1CN([C@@H](C)CO)C(=O)c2cc(NS(=O)(=O)c3ccc(Cl)cc3)ccc2O[C@H]1CN(C)C(=O)Nc1ccc2c(c1)OCO2 | 0.6
C[C@@H]1CN([C@@H](C)CO)S(=O)(=O)c2ccc(-c3cccc(C#N)c3)cc2O[C@H]1CN(C)Cc1cccc(F)c1 | -0.7
O=C(Nc1ccccc1F)N1CC(=O)N2[C@H](CO)[C@@H](c3ccc(C#Cc4ccc(F)cc4)cc3)[C@H]2C1 | 0.2
CC(=O)N(C)C[C@H]1Oc2cc(-c3ccccc3C)ccc2S(=O)(=O)N([C@H](C)CO)C[C@H]1C | -0.4
CCCNC(=O)C[C@H]1CC[C@H]2[C@@H](COc3ccc(NS(=O)(=O)c4ccccc4C)cc3C(=O)N2C)O1 | 1.6
C[C@H](CO)N1C[C@H](C)[C@H](CN(C)S(=O)(=O)c2ccc(Cl)cc2)Oc2ccc(NS(=O)(=O)c3ccc(F)cc3)cc2C1=O | 4.1
C[C@H](CO)N1C[C@H](C)[C@H](CN(C)S(=O)(=O)c2cn(C)cn2)Oc2c(NC(=O)c3nc4ccccc4s3)cccc2C1=O | 0.3
CCCN(C)C[C@H]1OCCCC[C@@H](C)Oc2ccc(NC(=O)Cc3ccccc3)cc2C(=O)N([C@H](C)CO)C[C@H]1C | 0.3
C[C@H](CO)N1C[C@H](C)[C@@H](CN(C)S(=O)(=O)c2cccs2)OCCCC[C@H](C)Oc2ccc(NC(=O)Nc3ccc(C(F)(F)F)cc3)cc2C1=O | 1.0
C[C@@H]1CN([C@H](C)CO)C(=O)c2cc(NC(=O)Nc3ccccc3)ccc2O[C@@H](C)CCCCO[C@H]1CN(C)Cc1ccc(C(=O)O)cc1 | -3.7
C[C@H](CO)N1C[C@H](C)[C@H](CN(C)C(=O)c2ccccc2)OCCCC[C@H](C)Oc2ccc(NC(=O)NC3CCCCC3)cc2C1=O | -2.9
Cc1ccc(S(=O)(=O)Nc2ccc3c(c2)C(=O)N([C@H](C)CO)C[C@H](C)[C@@H](CN(C)C(=O)Nc2ccc(F)cc2)OCCCC[C@@H](C)O3)cc1 | 0.6
COc1ccc(S(=O)(=O)N[C@H]2C=C[C@H](CC(=O)N3CCN(c4ccccc4)CC3)O[C@H]2CO)cc1 | -0.2
CC=Cc1ccc2n(c1=O)C[C@@H]1[C@@H](CO)[C@H](C(=O)NCC)N(Cc3nccs3)[C@H]21 (mixture of isomers) | -0.9
C[C@@H]1CN([C@@H](C)CO)C(=O)Cc2cc(NC(=O)CCCN(C)C)ccc2O[C@@H]1CN(C)S(=O)(=O)c1ccc(F)cc1 | -0.5
COCC(=O)Nc1ccc2c(c1)C(=O)N(C)C[C@@H](OC)[C@@H](C)CN(C(=O)C1CCCC1)[C@@H](C)CO2 | 0.8
CCNC(=O)[C@H]1[C@H](CO)[C@H]2Cn3c(ccc(/C=C/c4ccccc4)c3=O)[C@H]2N1C(C)=O | -1.2
C[C@@H]1CN([C@@H](C)CO)C(=O)c2cc(-c3ccc(F)cc3)cnc2O[C@H]1CN(C)C(=O)Cc1ccccc1 | 2.6
